PriA SSB inh: inhibitors of Klebsiella pneumoniae PriA binding to SSB C-terminal tail; AlphaScreen SSBct-PriA binding, biotinylated peptide; inhibition, % at 33 µM; 430,000 compounds, 0.6% hits; in the data active = inhibition mostly above about 37%, no sharp cut-off; inactive = mostly below about 20%;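 note: plate controls were negative control peptide for no effect and reference peptide for full effect; strong numbers were not always called active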
An asterisk follows results filed as active; & = joins results of further samples. The list is partial; the hit share may differ from the screen's.

SMILES	PriA SSB inh
O=C(Cn1c(=O)oc2ccccc21)N1CCSC(c2ccccc2Cl)CC1 (stereo unspecified)	-20.0
Cn1nc(-c2ccc(F)cc2)cc1C(=O)Nc1ccc(N2CCCS2(=O)=O)cc1	-9.0
Cc1ccc(C2=NC(c3ccc([N+](=O)[O-])cc3)SC(N3CCOCC3)=N2)cc1 (stereo unspecified)	2.0
N=C(N)N=C1NC(=O)/C(=C/c2ccccc2-n2cccn2)S1	1.5
CCOC(=O)C1=C(C)N=c2sc(=Cc3ccccc3)c(=O)n2C1c1ccc(OC)c(OC)c1 (stereo unspecified)	9.3
O=C1NCCN1C(=O)Nc1ccccc1Cc1nc(-c2ccco2)no1	-5.0
COc1ccc(-c2cc(C(=O)NCc3ccccn3)c3c(C)nn(C4CCS(=O)(=O)C4)c3n2)cc1 (stereo unspecified)	9.0
Cc1ccc2ncc(C(=O)N3CCc4ccccc4C3)c(=O)n2c1	-2.0
COc1ccccc1CCNC(=O)CSc1ccc(-c2cccnc2)nn1	-3.0
CCOC(=O)c1c(NC(=O)CC2SC(=N)NC2=O)sc(C)c1C (stereo unspecified)	-0.9
Cn1cc(C(O)CNC(=O)CN2C(=O)CCC2=O)c2ccccc21 (stereo unspecified)	0.0
CCS(=O)(=O)c1ccc(CC(=O)Nc2nccs2)cc1	-1.0
O=C(O)c1ccc(S(=O)(=O)N2CCOCC2)cc1	11.0
O=C(CCSc1ccccc1)N(Cc1cccnc1)c1nc2c(C(F)(F)F)cccc2s1	-4.0
Cc1cccc(C=NNC(=O)CNc2cccc3ccccc23)n1	9.0
COc1ccc2nc(-n3nc(C)cc3NC(=O)c3ccccc3F)sc2c1	-12.0
Cc1noc(C)c1CC(=O)N1CCCC(Cc2nc(-c3ccsc3)no2)C1 (stereo unspecified)	-19.0
CCOc1cccc2sc(N(Cc3ccccn3)C(=O)Cc3cccc4ccccc34)nc12	2.0
CCOC(=O)c1c(NC(=O)c2ccc(N3CCN(CC)CC3)c([N+](=O)[O-])c2)sc2c1CCCC2	8.0
COc1ccc(NC(=O)CC(C)=NNC(=O)C(=O)NC2CCCCC2)c(OC)c1	-6.6
Cc1ccc(NC(=O)C2(C)Cc3ccccc3C(=O)O2)cc1Cl (stereo unspecified)	-9.0
Cc1cc(=O)n2c([nH]c3ccccc32)c1C#N	-6.0
O=C(/C=C/c1ccc(-c2cccc([N+](=O)[O-])c2)o1)N1CCCCC1	-8.0
COc1cc(C(=O)N2CC[C@H](S(=O)(=O)Cc3ccco3)C2)cc(OC)c1OC	-6.0
Cc1ccnc(Nc2cc(NCCNS(=O)(=O)Cc3ccccc3)nc(C)n2)c1	-2.0
O=C(CN(Cc1ccc(Cl)cc1)S(=O)(=O)c1cccnc1)N1CCCc2ccccc21	3.0&11.0
Nc1c(C(=O)N2CCOCC2)sc(=S)n1-c1ccccc1F	6.0
O=C(CCc1ccccc1)Nc1ccc(N2CCCCC2=O)cc1	2.0
CC(=O)c1ccc(C(=O)N(Cc2ccccn2)c2nc3c(C)c(Cl)ccc3s2)cc1	17.0
COc1ccccc1N1CCN(CCNC(=O)C(=O)NC(C)(C)C)CC1	-1.0

Another view of seven compounds above:
Structure | PriA SSB inh
Cc1ccnc(Nc2cc(NCCNS(=O)(=O)Cc3ccccc3)nc(C)n2)c1 | -2.0
O=C(CCc1ccccc1)Nc1ccc(N2CCCCC2=O)cc1 | 2.0
COc1cc(C(=O)N2CC[C@H](S(=O)(=O)Cc3ccco3)C2)cc(OC)c1OC | -6.0
Cc1ccc(NC(=O)C2(C)Cc3ccccc3C(=O)O2)cc1Cl (stereo unspecified) | -9.0
O=C(/C=C/c1ccc(-c2cccc([N+](=O)[O-])c2)o1)N1CCCCC1 | -8.0
Nc1c(C(=O)N2CCOCC2)sc(=S)n1-c1ccccc1F | 6.0
COc1ccccc1N1CCN(CCNC(=O)C(=O)NC(C)(C)C)CC1 | -1.0

Next records:
SMILES	PriA SSB inh
Cn1c(=O)[nH]c(=O)c2c1nc1n2CC(C(C)(C)C)=NN1	1.0
CCNc1nn(CC(=O)Nc2ccc3c(c2)CCC3)c(N)c1-c1nc(-c2ccccc2C)no1	-10.0
Cc1cc(NC(=O)COc2ccccc2F)n(-c2nc(C)c(C)c(=O)[nH]2)n1	-8.0
Cc1ccc(-c2nc3cccnc3s2)cc1NC(=O)CCCc1ccccc1	-10.0
COc1cc(/C=N\Nc2oc(C)nc2C#N)cc(Br)c1O	-2.0
O=C(NCC(c1cccs1)N1CCc2ccccc21)c1ccc(Br)o1 (stereo unspecified)	2.0
O=S(=O)(Cc1ccccc1Cl)NCCc1ccoc1	7.0
Cc1ccc(-c2ccc(N3CCN(C(=O)c4ccc5c(c4)OCO5)CC3)nn2)cc1C	-6.0&-1.0
CCOC(=O)c1ccccc1NC(=O)CSc1ncc(-c2ccc(C)c(C)c2)o1	-6.0
CCOc1ccc(N(CC(=O)NN=Cc2ccc(OC(C)C)cc2)S(C)(=O)=O)cc1	1.0
CSc1nc2ccc3nc(NC(=O)c4ccc(S(=O)(=O)N5CCCc6ccccc65)cc4)sc3c2s1	-1.0
COC(=O)c1c(NC(=O)c2cccc(S(C)(=O)=O)c2)sc2c1CCN(C(C)C)C2	6.0
COc1ccc(C(C)=NNC(=O)CNC(=O)/C=C\c2ccccc2)c(OC)c1	4.9
COc1cccc2cc(C(=O)N(Cc3cccnc3)c3nc4c(Cl)cccc4s3)oc12	6.0
COc1ccc2c(c1)CCC2=NOC(=O)c1cccc(C)c1	-6.8
CC(=O)Nc1cccc(C(C)=NNC(=O)c2cc(-c3ccncc3)nc3ccccc23)c1	-4.8
O=C(Nc1nc(-c2cc([N+](=O)[O-])cs2)cs1)c1coc2ccccc2c1=O	-15.0
O=[N+]([O-])c1cc(C=NN2CCN(c3ccccc3)CC2)ccc1Cl	1.2
COc1ncccc1C(=O)Nc1nnc(-c2ccsc2)o1	8.0
O=S(=O)(c1ccc(Cl)c2ccccc12)N1CCN(c2ccc(F)cc2)CC1	-9.0&0.0
Cc1ccc(N2CC(C(=O)N3CCC(c4nc5ccccc5[nH]4)CC3)CC2=O)cc1 (stereo unspecified)	-11.0
O=C(Cc1ccc(C(F)(F)F)cc1)NCc1cncc(-c2cccs2)c1	-10.0
O=C1CCC(=O)N1Cc1csc(N2CCOCC2)n1	-17.0
O=c1cc(CN2CCN(c3ccc(F)cc3)CC2)occ1OCc1ccc([N+](=O)[O-])cc1	8.0
CCOC(=O)C(CC)Sc1ccc2nnc(CCNC(=O)c3ccc(F)cc3)n2n1 (stereo unspecified)	5.0
Cc1ccc(OCCOCC(O)CNC(C)(C)CC(C)(C)C)cc1C (stereo unspecified)	5.0
CC(=O)C(N=Nc1ccc(OC(F)(F)F)cc1)=C(C)O	-1.9
Cc1ccccc1NC(=S)NN=Cc1ccc(O)cc1O	49.9*
O=S(=O)(CCCOc1ccc(F)cc1)NC1CCN(Cc2ccccc2)CC1	0.0&8.0
Cc1ccc(S(=O)(=O)Nc2ccc3c(c2)CCC(=O)N3CCC(C)C)cc1Cl	-3.0
COc1ccc(SCCCC(=O)Nc2ncnc3sccc23)cc1	6.0
CCOc1cc(C=NNC(=O)CSc2nnc(C)s2)ccc1OCc1ccccc1Cl	-6.2
O=C(Nc1ccc2c(c1)CN(C(=O)c1ccco1)CC2)c1csc(-c2ccccc2)n1	-4.0
CCc1nnc(NC(=O)c2ccoc2COc2ccc(C)cc2)s1	-4.0
N#CC(=NNc1cccc(C(F)(F)F)c1)C(=O)c1ccsc1	1.3
COC(=O)C(=O)CC(=O)c1c(C)nn(C)c1C	-5.0
CN1CCc2cc(C(CNC(=O)C(=O)NCc3ccc4c(c3)OCO4)N(C)C)ccc21 (stereo unspecified)	1.0
Cc1ccc2occ(C=NO)c(=O)c2c1	-5.6
NS(=O)(=O)c1ccc(CCNC(=O)c2csc(Nc3ccccc3)n2)cc1	2.0
Cc1cc(N(C)C)nc(NCCNC(=O)c2sc(C)nc2C)n1	-19.0
O=C(CSCc1ccccc1)N(Cc1cnc2ccccn12)C1CC1	32.0
COc1ccc(C=NNC(=O)c2nn(-c3ccccc3)c(=O)c3c(N)scc23)cc1	-0.7
CCOc1cccc2cc(C(=O)NCCn3nc(-c4ccncc4)ccc3=O)c(=O)oc12	-9.0
O=C(c1csc(Nc2ccccc2)n1)N1CCN(c2ccccn2)CC1	-10.0
Cc1ccc(C(=O)NCCn2cc(SC(=N)N)c3ccccc32)cc1	39.0*
Cc1ccc(-c2ccc(=O)n(CCCC(=O)Nc3ccc(Cl)c(Cl)c3)n2)cc1	-2.0
COc1ccc(S(=O)(=O)NCCOc2ccc3c(c2)OCO3)cc1C	3.0
CC(=NN1CCCCCC1)c1c(O)n(-c2ccc(Cl)cc2)c(=O)[nH]c1=O	-4.1
CCOc1ccc(-c2csc(-n3nc(C)cc3NC(=O)COc3ccccc3F)n2)cc1	-8.0
C/C(C=Nn1cnnc1)=C\c1ccccc1	2.8
(continued)
SMILES	PriA SSB inh
O=C(Cn1cnc(-c2ccc(F)cc2)cc1=O)NCc1ccc(Cl)cc1	-7.0
CC(C)c1nccn1CC1CCN(S(=O)(=O)c2cccnc2)CC1	-3.0
Cn1c(=O)[nH]c(=O)c2c(C(=O)O)c3c(nc21)CCC3	0.0
O=C(COc1ccc2ccccc2c1)NCc1nnnn1-c1ccc(F)c(F)c1	-13.0
O=C1NCCN1C(=O)Nc1ccccc1Cc1nc(-c2cccs2)no1	8.0
COc1ccc(Cl)cc1NS(=O)(=O)c1ccc2c(c1)OCCCO2	-4.0
O=C(c1nc2ccccc2s1)N1CC(Oc2nc3c(Cl)cccc3s2)C1	-4.0
O=C1CS(=O)(=O)N(Cc2ccccc2F)c2cc(Cl)ccc21	-16.0
S=c1[nH]nc(-c2n[nH]c3c2CCC3)n1N=C/C=C/c1ccco1	-8.5
O=C(Nc1ccccc1Cc1nc(-c2cccnc2)no1)c1ccco1	-9.0
Cc1ccc(C)c(S(=O)(=O)NCc2ccc(C(=O)N3CCN(c4ccccc4F)CC3)cc2)c1	5.0
O=C(NN=Cc1ccncc1)c1cccc(NN=Cc2ccncc2)c1	7.6
Cc1ccc(C=NNC(=S)Nc2cccc(S(=O)(=O)N(C)C)c2)o1	-1.4
CCOC(=O)N1CCc2c(sc3c2c(=O)n(-c2ccccc2)c(=O)n3CC(=O)Nc2cc(Cl)c(OC)cc2OC)C1	-10.0
O=C(NCCc1ccc(N2CCCC2)cc1)C(=O)NCc1cccs1	-6.0
COC(=O)CSC1CCN(C(=O)CCc2ccc(OC)c(OCc3ccccc3)c2)C1 (stereo unspecified)	-19.0
CSc1nnc(NC(=O)Nc2ccc(C)cc2)s1	-17.0
COc1ccc(C2CCN(C(=O)CSc3ccc(F)cc3)C2)cc1 (stereo unspecified)	11.0
C=CCNC(=O)C(=O)Nc1cc(N2CCCS2(=O)=O)ccc1C	-7.0
O=C(c1cc(-c2ccco2)[nH]n1)N1CC(n2cc(COc3ccccc3)nn2)C1	13.0

Pulled by structure from the entries so far (2):
SMILES	PriA SSB inh
Nc1c(C(=O)N2CCOCC2)sc(=S)n1-c1ccccc1F	6.0
CSc1nnc(NC(=O)Nc2ccc(C)cc2)s1	-17.0

Remaining list, next part.
SMILES	PriA SSB inh
Cc1cc(C)c(-c2nnc(NC(=O)COc3ccc(Cl)cc3Cl)s2)c(C)c1	4.0
O=C(NC(O)C(=O)c1ccccc1)c1ccco1 (stereo unspecified)	0.0
O=C(c1cccs1)c1ccc(CNC(=O)c2ccccc2F)s1	-5.0
Nc1ccc2ncsc2c1	-3.0
Cc1noc(C)c1C(=O)NC1CCC(Oc2cnccn2)CC1 (stereo unspecified)	-12.0
Cc1c(C(c2ccc3c(c2)OCO3)c2c(C)n(C)n(-c3ccccc3)c2=O)c(=O)n(-c2ccccc2)n1C	-15.2
COc1ccc(C)cc1NC(=O)Cn1cccc(-c2nc(-c3ccc(Br)cc3)no2)c1=O	-13.0
Cn1cnc(S(=O)(=O)NCC2CCN(c3ccccn3)CC2)c1	-7.0
O=C(O)c1ccc(C=NNc2cccc(C(F)(F)F)c2)cc1	0.1
Fc1ccccc1C=NNc1nn[nH]n1	-19.8

In the list so far, these contain a nitro group on carbon.
SMILES	PriA SSB inh
Cc1ccc(C2=NC(c3ccc([N+](=O)[O-])cc3)SC(N3CCOCC3)=N2)cc1 (stereo unspecified)	2.0
CCOC(=O)c1c(NC(=O)c2ccc(N3CCN(CC)CC3)c([N+](=O)[O-])c2)sc2c1CCCC2	8.0
O=C(/C=C/c1ccc(-c2cccc([N+](=O)[O-])c2)o1)N1CCCCC1	-8.0
O=C(Nc1nc(-c2cc([N+](=O)[O-])cs2)cs1)c1coc2ccccc2c1=O	-15.0
O=[N+]([O-])c1cc(C=NN2CCN(c3ccccc3)CC2)ccc1Cl	1.2
O=c1cc(CN2CCN(c3ccc(F)cc3)CC2)occ1OCc1ccc([N+](=O)[O-])cc1	8.0

The listing continues:
SMILES	PriA SSB inh
Cc1nc(C(=O)N2CCN(c3ccc(N4CCCC[C@@H]4C)nn3)CC2)cc(-n2cccn2)n1	3.0
O=C(COc1ccccc1C(=O)Nc1ccccc1)NS(=O)(=O)c1ccccc1	11.0
Cn1nccc1C(=O)Nc1nnc(-c2cccs2)o1	8.0
O=C(NCC[C@H]1CCCCN1S(=O)(=O)c1cccs1)c1cc(-c2ccco2)on1	-6.0
COc1ccc(C)c2sc(N(CCCN3CCOCC3)C(=O)c3cc(C)on3)nc12	1.0
CN(C)CCN(C(=O)CCS(=O)(=O)c1ccc(F)cc1)c1nc2ccccc2s1	10.0
C[C@H]1CCc2cc(F)ccc2N1C(=O)c1csc(-c2cnccn2)n1	-5.0
CCOc1cccc2sc(N(Cc3ccccn3)C(=O)CN3C(=O)CCC3=O)nc12	10.0
COC(=O)NC(C)c1nc2ccccc2[nH]1 (stereo unspecified)	4.0
COc1ccc(-c2cc3c(=O)[nH]nc(SCC(=O)Nc4ccc(C)cc4)n3n2)cc1	1.0
O=C(O)c1cc(Br)cs1	-5.0
NC(Cc1ccc([N+](=O)[O-])cc1)=NOC(=O)c1ccccc1F	4.2
O=C(/C=C/c1ccc(F)cc1)Nc1ccc(N2CCOCC2)cc1	-13.0
CC(C)(C)NC(=O)C(=O)NCCCN1CCOC(c2ccccc2)C1 (stereo unspecified)	-7.0
